Mm-Cpn inhibitor – Inhibitors of TCP-1 ring complex (TRiC) of Methanococcus maripaludis (MmCpn): qHTS. Potency, µM (titrated, usually from 76.9 µM), without a hit: at the top dose activity, negative = inhibition, usual class: inhibitors. 330,000 compounds, 0.031% hits. purified Mm-Cpn ATPase, ADP Transcreener TR-FRET. Chaperonin Mm-Cpn (Methanococcus maripaludis). AID 504842, 2011; further: potency means the concentration at half of the fitted maximal effect; on the % scale 0 is the no-effect control and ±100 the full control effect; nearly all actives have a fitted effect of over 80% in size
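Eu-cryptate anti-ADP/ADP-d2 competition gives a ratio inversely related to ADP. Enzyme at 25 nM was pre-exposed to compound for 10 min, then given 10 uM ATP for 30 min, 37°C throughout.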
pAkt inh – HTS Assay for Inhibitors of Akt Phophorylation: Primary Screen; AID 651550, 2012; Neuro2A IGF-stimulated pAkt S473 HTRF, 20 min; active compounds read low; activity change, % for hits at 50 µM; 360,000 compounds, 0.32% hits; in the data active means activity change below about -80%; inconclusive means mostly about -51% to -80%; further: on the % scale 0 is the no-effect control and ±100 the full control effect
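Neuro2A cells (4,500/well, DMEM with 0.5% FBS) were treated with compound at a single 50 µM final concentration, stimulated with 6 nM IGF for 20 min at 37 °C, and lysed. Phospho-Akt Ser473 was read by HTRF as 665/615 ratio ×10^4.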
CCT chaperon mod – High-Throughput Screening for Modulators of Cytosolic Chaperonin Activity; purified chaperonin ATPase assay, HTRF ADP detection, 30 min; activity change, % (concentration not given with the values), hits read low; 360,000 compounds, 0.3% hits; AID 651819, 2012; in the data active means activity change below about -30%; further: on the % scale 0 is the no-effect control and ±100 the full control effect
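TRiC at 40 or 20 nM final (batch-dependent) in 30 mM Tris pH 7.4, 100 mM KCl, 5 mM MgCl2, 1 mM DTT, with compound at single 76 uM and 10 uM ATP, 30 min at 37 deg C. ADP detected by HTRF Transcreener, 665/615 ratio.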
EPAC2 antag – qHTS for Antagonist of cAMP-regulated guanine nucleotide exchange factor 2 (EPAC2): primary screen; Rap guanine nucleotide exchange factor 4 (Homo sapiens), Q8WZA2; Potency, µM (doses to about 114 µM), for inactives: at the top dose activity, negative = inhibition, actives largely listed as inhibitors; EPAC2 GEF exchange of Rap1B-BODIPY-GDP, fluorescence; 360,000 compounds, 0.18% hits; further: potency means the concentration at half of the fitted maximal effect; on the % scale 0 is the no-effect control and ±100 the full control effect; nearly all actives have a fitted effect of over 45% in size; many of its hits are not listed in these tables
Target sequence (Q8WZA2 whole entry, looked up): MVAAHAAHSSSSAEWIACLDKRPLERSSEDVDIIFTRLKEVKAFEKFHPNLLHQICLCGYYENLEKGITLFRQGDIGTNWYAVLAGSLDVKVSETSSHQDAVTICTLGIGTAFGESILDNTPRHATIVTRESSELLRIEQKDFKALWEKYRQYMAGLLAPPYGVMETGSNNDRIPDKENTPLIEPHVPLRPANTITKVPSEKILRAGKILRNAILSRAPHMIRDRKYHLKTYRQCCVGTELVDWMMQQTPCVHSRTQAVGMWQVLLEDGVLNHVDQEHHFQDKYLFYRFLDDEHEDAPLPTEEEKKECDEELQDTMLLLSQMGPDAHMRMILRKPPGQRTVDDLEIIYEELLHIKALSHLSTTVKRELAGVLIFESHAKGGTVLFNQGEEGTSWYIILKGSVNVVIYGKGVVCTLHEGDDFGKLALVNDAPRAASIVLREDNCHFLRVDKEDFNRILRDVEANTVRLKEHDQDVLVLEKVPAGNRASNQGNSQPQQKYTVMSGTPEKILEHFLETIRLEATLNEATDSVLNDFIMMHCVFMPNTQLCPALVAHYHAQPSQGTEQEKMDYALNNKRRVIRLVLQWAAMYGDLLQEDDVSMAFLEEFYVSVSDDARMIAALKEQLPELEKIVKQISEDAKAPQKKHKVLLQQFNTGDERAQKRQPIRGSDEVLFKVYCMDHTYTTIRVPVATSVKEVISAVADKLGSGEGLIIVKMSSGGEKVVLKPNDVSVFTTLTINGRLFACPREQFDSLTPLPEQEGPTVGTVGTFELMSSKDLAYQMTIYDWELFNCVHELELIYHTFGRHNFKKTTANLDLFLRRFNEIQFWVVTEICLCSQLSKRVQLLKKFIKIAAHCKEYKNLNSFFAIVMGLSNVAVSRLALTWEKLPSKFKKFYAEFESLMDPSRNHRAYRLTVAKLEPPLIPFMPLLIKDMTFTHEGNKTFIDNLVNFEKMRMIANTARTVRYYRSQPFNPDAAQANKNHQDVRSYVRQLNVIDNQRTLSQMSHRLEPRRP
Nrf2 activator – qHTS of Nrf2 Activators; Potency, µM (titrated, usually from 46.1 µM), inactives show top-dose activation, usual class: activators; AREc32 ARE-luciferase reporter (MCF7-derived line), luminescence, 24 h; AID 624171, 2012; 410,000 compounds, 0.31% hits; further: potency means the concentration at half of the fitted maximal effect; % of control where 0% means no effect; nearly all actives have a fitted effect of over 65% in size
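Nrf2 activation is followed as ARE-luciferase induction in the AREc32 line after one day of compound treatment; luminescence is read with Steady-Glo.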
A549 tox – Nrf2 qHTS screen for inhibitors: counterscreen for cytotoxicity. Potency, µM (doses to about 46 µM), for inactives: at the highest dose activity change, negative = cytotoxicity, usual class: inhibitors. 390,000 compounds, 0.16% hits. A549 ARE-Fluc cells, CellTiter-Fluor viability, 18-24 h; further: potency means the concentration at half of the fitted maximal effect; on the % scale 0 is the no-effect control and ±100 the full control effect
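A549 ARE-Fluc cells in 5% FBS OPTI-MEM, 5000 cells/well, rested 2 h then exposed to compounds in concentration-response for 18-24 h at 37 °C. Viability by CellTiter-Fluor fluorescence (Ex 405/Em 525) after 30 min; luciferase luminescence (BugLite, 15 min, RT) read afterwards.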
EPAC2 agonist – qHTS for Agonist of cAMP-regulated guanine nucleotide exchange factor 4 (EPAC2): primary screen; Rap guanine nucleotide exchange factor 4 (Homo sapiens), Q8WZA2; EPAC2 activation, biochemical qHTS; response scale: 100% = 6.5 mM cAMP response; Potency, µM (series often up to 154 µM), for inactives: at the top dose activation, actives largely listed as activators; 360,000 compounds, 0.079% hits; further: potency means the concentration at half of the fitted maximal effect; nearly all actives have a fitted effect of over 50% in size
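Compounds were added across a concentration range to EPAC2 (100 nM), RAP1B-BODIPY-GDP (250 nM) and GDP (50 uM). After 5 min at room temperature, fluorescence was recorded at 5-min intervals for 30 min.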
TGFb SMAD3 inh – qHTS for Inhibitors of TGF-b; HepG2 CAGA-GFP TGF-b/SMAD3 reporter, GFP fluorescence, 18 h; TGF-beta stimulated, 500 pg/mL final; Potency, µM (series often up to 46.1 µM), for inactives: top-dose activity, negative = inhibition, usual class: inhibitors; 410,000 compounds, 1.2% hits; AID 588855, 2011; further: potency means the concentration at half of the fitted maximal effect; on the % scale 0 is the no-effect control and ±100 the full control effect; nearly all actives have a fitted effect of over 65% in size
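Per well, imaged GFP fluorescence of HEPG2 CAGA-GFP cells gives the signal; cells get compound, then TGF-beta (500 pg/mL final), 18 h at 37 degrees C; %Activity versus -TGF-beta and +DMSO controls.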
Nrf2 inh – Nrf2 qHTS screen for inhibitors; AID 504444, 2011; A549 ARE-Fluc reporter, luciferase luminescence, 18-24 h; Potency, µM (series often up to 46 µM), for inactives: top-dose activity change, negative = inhibition, most hits filed as inhibitors; 360,000 compounds, 2.1% hits; further: potency means the concentration at half of the fitted maximal effect; on the % scale 0 is the no-effect control and ±100 the full control effect; nearly all actives have a fitted effect of over 60% in size
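Nrf2 function is reported as luminescence of an ARE-controlled luciferase in A549 cells. Compounds were tested at several concentrations, and a CellTiter-Fluor read on the same wells flagged cytotoxicity.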
* = called active by the depositor; i = inactive; ? = inconclusive; . = no result given; & = joins results of further samples; [ ] = dose if it differs, or a comment. Unless noted, the call rests on the fitted dose curve; in most records, active means well fitted curve in the direction sought with a large enough effect; inconclusive means small, poorly fitted or top-dose-only effect, or another doubt; inactive means no such curve, though single readings can be large; an effect the other way counts as inactive or inconclusive. An excerpt. The share of hits here may be higher or lower than overall.

smiles	Mm-Cpn inhibitor	pAkt inh	CCT chaperon mod	EPAC2 antag	Nrf2 activator	A549 tox	EPAC2 agonist	TGFb SMAD3 inh	Nrf2 inh
CC(Oc1ccc(Br)cc1)C(=O)N(Cc1ccccc1)c1c(N)n(Cc2ccccc2)c(=O)[nH]c1=O (centres undefined)	.	i	1.8	6%	-1.8%	.	4%	-16%	.
O=C(CSc1n[nH]c(=O)n1C1CC1)NCc1ccccc1	-1%	i	1.7	3%	-0.2%	0%	-1%	7%	-5%
COc1cc(Br)c(Br)cc1N	0%	i	-1.6	2%	2.9%	-2%	4%	5%	6%
COC(=O)C1=C(C)NC2=C(C(=O)CCC2)C1c1cn(Cc2ccc(Br)cc2)nc1-c1ccccc1 (centres undefined)	-2%	i	0.6	-8%	0.0%	-14%	3%	-5%	?
CCCS(=O)(=O)N1CCCC(C(=O)Oc2ccc(OC)cc2)C1 (centres undefined)	-1%	i	-1.7	11%	-0.6%	1%	17%	12%	-21%
CCN1CCN(C(=O)c2ccc(CS(=O)Cc3ccc(C)cc3)o2)CC1 (centres undefined)	0%	i	-2.5	-6%	-0.3%	0%	1%	1%	1%
CC(C)(C)c1ccc(/C=C2\Oc3cc(O)ccc3C2=O)cc1	-22%	i	0.0	-3%	4.3%	0%	16%	-18%	10%
O=C(Nc1ncc(Cl)cc1Cl)c1c(F)cccc1Cl	0%	i	-0.5	-1%	4.5%	6%	16%	?	6%
C#CCOC(=O)/C(=C/C=C/c1ccccc1)NC(=O)c1ccccc1	-1%	i	0.2	-1%	2.6%	-4%	14%	0%	-17%
O=C(/C=C/c1cccs1)N1CCCC1	0%	i	0.1	2%	-0.2%	2%	10%	0%	7%
O=C(N/C(=C/c1cccnc1)C(=O)N1CCOCC1)c1ccccc1	0%	i	-0.6	16%	-0.1%	-4%	7%	5%	4%
CCN(CC)S(=O)(=O)c1ccc(/C=C/C(=O)OCC#N)cc1	-5%	i	0.7	9%	-0.2%	-6%	-3%	5%	13%
CCOc1ccc(CN2C(=O)c3ccccc3Sc3ccc(C(=O)N4CCN(C)CC4)cc32)cc1	.	.	.	.	4.3%	3%	.	?	-1%
CC1CCCC(C)N1C(=O)CCN1C(=O)C2C3C=CC(C3)C2C1=O (centres undefined)	1%	i	0.0	-2%	-0.4%	2%	3%	1%	4%
CC(C)(C)c1ccc(OCc2nc3ccccc3n2CCOc2ccccc2)cc1	.	.	.	.	0.7%	10%	.	-13%	19%
COc1ccc(C2NCCc3c2[nH]c2ccccc32)cc1COc1ccc(F)cc1 (centres undefined)	-1%	i	-1.2	-21%	-2.7%	-90%	21%	?	?
CCn1cc(CCC(=O)NCc2ccccc2OC)c2ccccc21	0%	i	1.6	-12%	-0.3%&-0.2%	-4%&-4%	11%	-6%&-7%	?
CCCCOc1ccc(Cl)cc1CSc1nnc(C)n1N	1%	i	-1.5	-2%	-0.2%	6%	5%	17%	.
COc1ccc(N(CC(=O)NCCC2=CCCCC2)S(=O)(=O)c2c(C)[nH]c(=O)[nH]c2=O)cc1	1%	i	-0.7	2%	-1.8%	10%	4%	17%	0%
CSc1nc(C)cc(OCC(=O)n2nc(C)cc2C)n1	0%	i	-0.4	4%	-0.2%	0%	9%	8%	21%
CC1=CC(=O)C=C(C)C1=NOC(=O)/C=C\c1ccccc1	0%	i	-3.5	-3%	14%	8%	10%	-2%	-3%
Cc1cc(OCc2nnc(SC(C)C(=O)O)n2-c2ccccc2)ccc1Cl (centres undefined)	2%	i	0.7	-7%	-0.3%	1%	-1%	4%	3%
CC(=O)Nc1ccc(S(=O)(=O)Nc2ccc(Cl)nn2)cc1	0%	i	-1.3	0%	-1.1%	-1%	4%	0%	4%
O=C(CSc1nc2ccccc2nc1N1CCCC1)Nc1ccc(Cl)cc1	0%	i	0.7	5%	-0.5%	-1%	4%	2%	-1%
COc1ccc(NC(=O)c2ocnc2C)cc1OC	1%	.	-0.4	0%	-0.6%	-4%	6%	-10%	.

In the list so far, 2 contain fluorine:
smiles	Mm-Cpn inhibitor	pAkt inh	CCT chaperon mod	EPAC2 antag	Nrf2 activator	A549 tox	EPAC2 agonist	TGFb SMAD3 inh	Nrf2 inh
O=C(Nc1ncc(Cl)cc1Cl)c1c(F)cccc1Cl	0%	i	-0.5	-1%	4.5%	6%	16%	?	6%
COc1ccc(C2NCCc3c2[nH]c2ccccc32)cc1COc1ccc(F)cc1 (centres undefined)	-1%	i	-1.2	-21%	-2.7%	-90%	21%	?	?

Carrying on.
smiles	Mm-Cpn inhibitor	pAkt inh	CCT chaperon mod	EPAC2 antag	Nrf2 activator	A549 tox	EPAC2 agonist	TGFb SMAD3 inh	Nrf2 inh
Cc1ccc(-n2nc3c(c2NC(=O)c2cccs2)CS(=O)(=O)C3)cc1	2%	i	-2.7	-2%	-1.1%	4%	5%	-3%	9%
CC(C)NC(=O)Nc1cccc(Cl)c1	1%	i	0.0	0%	-0.5%	-8%	2%	4%	-13%
CN(Cc1ccccc1)C(=O)c1cnc2n(c1=O)CCS2	3%	i	-0.8	-3%	-0.5%	12%	7%	17%	0%
COc1ccc(CCN2C(=O)CCC2(C)C(=O)NC2CCCC2)cc1OC (centres undefined)	-1%	i	-1.8	2%	-0.5%	-1%	-4%	0%	0%
CC(=O)OCC1OC(n2ccc(=O)[nH]c2=O)C(O)C1O (centres undefined)	-13%[15.4 µM]	i	-0.6	-4%	0.0%	1%	-8%	7%	6%
Oc1c(Cl)cc(Cl)cc1C(C#Cc1ccccc1)N1CCOCC1 (centres undefined)	-1%	i	-0.1	8%	?	1%	4%	?	5%
COC(CNC(=O)C(C)n1nc(C)c2ccccc21)OC (centres undefined)	1%	i	-2.6	2%	-0.4%	1%	4%	-1%	4%
O=C(CC1S/C(=N\S(=O)(=O)c2ccc(F)cc2)N(c2ccccc2)C1=O)Nc1ccccc1 (centres undefined)	0%	i	-1.8	-21%	-0.2%	2%	0%	-9%	-19%
COc1ccc(Cc2nc(-c3cccs3)no2)cc1OC	3%	i	-3.3	-21%	4.0%	-5%	8%	-20%	-16%
CC[N+](CC)(CC)C/C(N)=N/O	1%	i	0.4	19%	0.2%	2%	1%	-3%	-3%
CCN1CCCC1CN(Cc1cc2ccc(C)cc2[nH]c1=O)C(=S)Nc1cccc(OC)c1 (centres undefined)	-2%	i	2.2	-2%	4.6%	-25%	19%	-2%	14%
O=S(=O)(Nc1ccc(O)c(Sc2nc3ccccc3s2)c1)c1ccc(Cl)cc1	3%	i	0.7	?	-0.3%	?	12%	?	?
Cc1ccc(N=Nc2c(C)[nH]n(C(N)=S)c2=O)cc1C	1%	i	-2.2	10%	7.9%	-14%	17%	-5%	?
Fc1cccc(-c2nnn3c2nc(NCCc2ccccc2)c2ccccc23)c1	.	.	.	.	4.4%	3%	.	-33%	-1%
O=c1c(NCc2ccccc2Cl)nccn1-c1ccccc1	.	.	.	.	7.8%	14%	.	-1%	?
O=C(Nc1cccc2c1CCCC2)c1ccccc1Cl	0%	i	0.2	-8%	2.7%	0%	-2%	-13%	5%
O=C(Nc1cccc2cccnc12)c1cccnc1	1%	i	-0.7	18%	13%	4%	-1%	-5%	.
Cc1ccc2nc(C)c3c(c2c1)N(c1ccccc1)CC3	-4%	i	2.3	5%	3.3%	-6%	-2%	?	5%
O=c1c2cc(F)ccc2[nH]c(=S)n1Cc1ccc(F)cc1	-1%	i	1.4	6%	-0.2%	11%	1%	-9%	?
CCc1ccc(NC(=O)CSc2nc3ccsc3c(=O)n2CCC(=O)O)cc1	4%	i	-1.2	-7%	-0.7%	0%	9%	19%	7%
O=C(O)c1csc(Cc2ccccc2)n1	-6%	i	-1.8	5%	-0.4%	0%	1%	5%	15%
COC(=O)c1sccc1NC(=O)CSc1nnnn1-c1ccccc1F	.	i	-0.6	6%	?	-10%	15%	2%	?
C=C(C)COc1ccc2oc(C)c(C(=O)OCCOC)c2c1	0%	i	-0.8	-6%	-0.2%	2%	7%	-12%	-5%
COc1ccc(OC)c(S(=O)(=O)NCCO)c1	0%	i	-3.5	1%	-0.6%	-6%	6%	30%	-17%
CC12CC3CC(C)(C1)CC(C(=O)Nc1nn[nH]n1)(C3)C2	1%	i	-1.5	-1%	-0.6%	-6%	-3%	-24%	15%
N#CCCn1c(=O)n(CCC#N)c2ccccc21	1%	i	-4.5	6%	0.4%	-7%	4%	5%	5%
Cc1ccc(-n2[nH]c(C)c(/C=N/Nc3ccc([N+](=O)[O-])cc3[N+](=O)[O-])c2=O)cc1C	2%	i	-2.5	-12%	5.9%	16µM*	-35%[inhibitor]	?	?
O=C(CCCCCn1nnc2ccccc2c1=O)Nc1ccccc1Cl	1%	i	-0.8	1%	0.1%	1%	-4%	-19%	-6%
CCOC(=O)C1=C(C)N(C[C@@H]2CC[C@@H](Cc3ccc(-c4ccccc4)cc3)O2)C(=O)NC1C1CC1 (some centres undefined)	1%	i	0.7	4%	-0.1%	0%	6%	?	?
CCCCNC(=O)CC(=O)Nc1ccccc1C(=O)O	0%	i	0.8	5%	-0.5%	-1%	-3%	-2%	-1%

Screens deposited in PubChem by National Center for Advancing Translational Sciences (NCATS).
